# High-throughput results as filed in PubChem BioAssay.
# HRas wt GTP bind = modulators of GTP binding to HRas wildtype, primary screen, biochemical, bead-based flow cytometry, multiplex; 190,000 tested, 0.14% active; GTP binding activity, % at 10 µM; GST-Ras wt beads, Bodipy-FL-GTP binding; actives lie on both sides; AID 759, 2007; GTPase HRas (Homo sapiens), P01112;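 active = GTP binding activity at least 20% away from the 100% baseline, either lowered as inhibitor or raised as activator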;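 also: 0% = unlabeled GTP competition control and 100% = no-compound control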
# Target sequence (P01112 whole entry, looked up): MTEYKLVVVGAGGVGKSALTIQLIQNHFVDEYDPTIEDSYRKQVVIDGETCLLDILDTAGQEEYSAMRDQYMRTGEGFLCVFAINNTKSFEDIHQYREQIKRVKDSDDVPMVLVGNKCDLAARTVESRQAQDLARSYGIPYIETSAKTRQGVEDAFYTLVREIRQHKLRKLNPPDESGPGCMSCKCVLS
# Rac1 mut GTP = GTP binding modulators of activated mutant Rac1, primary screen, biochemical, bead-based flow cytometry, multiplex, fluorescent GTP; GST-Rac1 activated beads; actives lie on both sides; 100% means binding = to untreated wells; 190,000 tested, 0.11% active; Ras-related C3 botulinum toxin substrate 1 (Homo sapiens), P63000; AID 764, 2007; percent activity (GTP binding), % at 10 µM;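 active = GTP binding at least 20 percentage points away from the 100% baseline, in either direction, so actives lie on both sides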
# Rac1 wt GTP bind = wildtype Rac1 GTP binding modulators, primary screen, biochemical, GST-Rac1 beads, flow cytometry, multiplex. 190,000 tested, 0.27% active. fluorescent GTP binding; actives lie on both sides; 0 = cold GTP competed, 100 = untreated. Ras-related C3 botulinum toxin substrate 1 (Homo sapiens), P63000. GTP binding activity (% of control), % at 10 µM. AID 757, 2007;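 active = GTP binding activity at least 20 points away from the 100% control level, either lower or higher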
# Mcl1-Bid inh = Mcl-1/Bid binding inhibitors, primary screen, biochemical, TR-FRET, 1536-well; Induced myeloid leukemia cell differentiation protein Mcl-1 (Homo sapiens), Q07820; TR-FRET Mcl-1/Bid-Dy647 peptide binding; inhibition, % at 21.7 µM; 220,000 tested, 0.97% active; AID 1021, 2008;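 active = compounds that cut the binding signal by more than half at the single screening dose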;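 also: His-tagged Mcl-1 with europium anti-His antibody binding Bid BH3 peptide; 0% = Mcl-1 plus peptide wells and 100% = peptide-only wells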
# Target sequence (Q07820 whole entry, looked up): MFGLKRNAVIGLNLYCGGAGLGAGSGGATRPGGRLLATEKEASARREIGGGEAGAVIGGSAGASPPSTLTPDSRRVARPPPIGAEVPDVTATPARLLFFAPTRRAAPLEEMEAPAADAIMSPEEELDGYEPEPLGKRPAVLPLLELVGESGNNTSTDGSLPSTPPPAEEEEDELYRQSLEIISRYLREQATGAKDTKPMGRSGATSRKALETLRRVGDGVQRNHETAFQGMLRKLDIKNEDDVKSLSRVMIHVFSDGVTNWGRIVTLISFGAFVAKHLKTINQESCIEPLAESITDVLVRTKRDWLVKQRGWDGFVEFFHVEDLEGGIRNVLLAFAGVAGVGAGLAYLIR
# RGS8-Gao reg = RGS8-Galphao binding modulators, primary screen, biochemical, multiplexed bead flow cytometry; 220,000 tested, 0.34% active; AID 1423, 2008; response (percent of control binding), % at 10 µM; actives lie on both sides; in the data active = response below about 60% or above about 140%; inactive = in between;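 also: Galphao activated as the GDP aluminium fluoride complex binding bead-coupled RGS8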
# Target sequence (P09471 whole entry, looked up): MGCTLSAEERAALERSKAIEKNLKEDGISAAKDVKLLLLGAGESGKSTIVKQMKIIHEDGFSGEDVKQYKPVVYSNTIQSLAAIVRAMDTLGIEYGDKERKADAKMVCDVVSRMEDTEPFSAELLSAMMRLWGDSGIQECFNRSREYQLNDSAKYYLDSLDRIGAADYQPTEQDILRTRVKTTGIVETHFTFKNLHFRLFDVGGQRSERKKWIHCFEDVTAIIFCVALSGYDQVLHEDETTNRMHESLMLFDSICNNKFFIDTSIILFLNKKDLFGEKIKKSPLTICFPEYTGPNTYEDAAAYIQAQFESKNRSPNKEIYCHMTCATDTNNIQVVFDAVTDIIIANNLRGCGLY
# Rab2A wt mod = modulators of GTP binding to Rab2A wildtype, primary screen, biochemical, dog, bead-based flow cytometry, multiplex. GST-Rab2 wt beads, Bodipy-GTP binding. GTP binding activity, % at 10 µM. 190,000 tested, 0.19% active;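 active = GTP binding activity at least 20 points away from 100%, either lowered or raised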;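 also: 0% = beads with excess unlabeled GTP and 100% = no-compound control corrected for plate trend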
# Cdc42 wt GTP = modulators of GTP binding to wildtype Cdc42, primary screen, biochemical, multiplex bead flow cytometry, Bodipy-GTP | GST-Cdc42 beads; actives lie on both sides | percent activity (GTP binding), % at 10 µM | 190,000 tested, 0.2% active | AID 761, 2007;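 active = percent activity GTP binding at least 20 points away from the 100% baseline, either down as inhibitor or up as activator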;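 also: median bead fluorescence of bound Bodipy-FL-GTP at 100 nM; 0% = excess unlabeled GTP control and 100% = no compound control; below 100% means less GTP binding so inhibitor and above means activator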
# Target sequence (P60953 whole entry, looked up): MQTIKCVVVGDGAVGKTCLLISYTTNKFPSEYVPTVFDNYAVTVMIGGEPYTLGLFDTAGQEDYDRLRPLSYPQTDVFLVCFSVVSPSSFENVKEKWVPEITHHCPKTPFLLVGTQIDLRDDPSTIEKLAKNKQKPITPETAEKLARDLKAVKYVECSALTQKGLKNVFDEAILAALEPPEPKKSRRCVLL
# Pf gamet viab = late stage P. falciparum gametocyte viability inhibitors, primary screen, ATP luminescence, HTS; P. falciparum stage V gametocytes, 24 h; inhibition, % at 10.9 µM; 150,000 tested, 0.065% active; AID 743093, 2013;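 active = inhibition above the mean plus 3 SD of compounds within the control limits, set per campaign, cut at about 38% in these data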;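 also: 0% = DMSO wells and 100% = medium only without gametocytes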
# Rab7 wt modul = modulators of GTP binding to Rab7, primary screen, biochemical, wildtype, multiplex bead flow cytometry; Rab7 GTPase wild type (dog), Bodipy-FL-GTP binding; GTP binding activity (percent of control), % at 10 µM; 190,000 tested, 0.055% active; GST-Rab7 beads, fluorescent GTP binding; actives lie on both sides; untreated = 100%, excess cold GTP = 0%; AID 758, 2007;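 active = fluorescent GTP binding to Rab7 beads changed by at least 20 points from the 100% baseline, either direction, mostly lower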;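 also: median green fluorescence of bound Bodipy-FL-GTP per Rab7 bead population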
# Mcl1-Noxa inh = Mcl-1/Noxa binding inhibitors, primary screen, biochemical, TR-FRET, 1536-well | Induced myeloid leukemia cell differentiation protein Mcl-1 (Homo sapiens), Q07820 | TR-FRET Mcl-1/Noxa peptide binding, 2 h | inhibition, % at 21.7 µM | 220,000 tested, 1.5% active | AID 1022, 2008;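 active = compounds that cut the protein-peptide binding signal by more than 50% relative to plate controls in a single-dose test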;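 also: His-tagged Mcl-1 with rhodamine Noxa BH3 peptide and terbium anti-His antibody; 0% = Mcl-1 plus Noxa peptide wells and 100% = peptide-only wells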
# Bim-Mcl-1 = inhibitors of Bim peptide binding to Mcl-1, primary screen, biochemical, bead-based flow cytometry, multiplex | Induced myeloid leukemia cell differentiation protein Mcl-1 (Homo sapiens), Q07820 | Bim peptide-Mcl-1 binding | inhibition, % at 10 µM | 190,000 tested, 0.1% active; in the data active = inhibition above about 40%;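 also: 0% = no compound tracer wells and 100% = peptide blocker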
# The depositor's hits bear a star; / = not tested or not shown.
SMILES,HRas wt GTP bind,Rac1 mut GTP,Rac1 wt GTP bind,Mcl1-Bid inh,RGS8-Gao reg,Rab2A wt mod,Cdc42 wt GTP,Pf gamet viab,Rab7 wt modul,Mcl1-Noxa inh,Bim-Mcl-1
COc1ccc(N(CC(=O)Nc2cc(C)cc(C)c2)S(=O)(=O)c2ccccc2[N+](=O)[O-])c(OC)c1,98,94,96,-47,98,98,96,12,103,1,-2
CCCCN(C)C(=O)c1cc2cc([N+](=O)[O-])cc(OC)c2oc1=O,104,100,108,-18,103,106,107,12,109,-3,-2
Cc1cc(=O)[nH]c(Nc2c(C)n(C)n(-c3ccccc3)c2=O)n1,100,94,95,-2,118,97,102,16,91,4,-4
CCOC(=O)c1ccc(N=C2SC(C(=O)NCCc3ccccc3)CC(=O)N2C)cc1 (stereo not given),100,100,100,-26,99,99,99,/,97,9,1
CC(C)N1C(=O)CCC1C(=O)N1CCC(Cc2ccccc2)CC1 (stereo not given),102,96,105,-2,101,103,102,/,98,-6,-4
COc1cccc(CNC(=O)C2CCC(CNS(=O)(=O)c3cccc4nsnc34)CC2)c1 (stereo not given),102,99,106,-11,106,101,101,/,102,3,0
O=C(Cc1ccc(F)cc1)Nc1c2c(nn1-c1cccc(Cl)c1)CS(=O)C2 (stereo not given),103,102,107,-23,101,102,104,/,99,1,-3
O=C(CSc1nnc(NC(=O)c2ccccc2C(=O)O)s1)Nc1ccccc1Cl,93,92,87,-2,100,92,91,-25,92,23,-1
COc1ccc2nc(NC(=O)c3ccc(Br)s3)sc2c1,98,97,97,4,102,98,99,14,98,16,1
COC(=O)c1scc(C)c1N/N=C(\C)c1ccc(F)cc1,100,99,101,-13,102,99,100,-4,98,15,0
FC(F)Oc1cccc(NC(=S)N2CCN(c3ccccn3)CC2)c1,100,97,100,-44,100,100,99,-3,109,5,4
Nc1c(C(=O)Nc2ccccc2)sc2nc3c(c(-c4ccco4)c12)CCCC3,97,95,95,-23,104,95,98,2,94,2,-4
CCc1nnc(NC(=O)CSc2nnc(CNc3ccc(C)cc3)n2C)s1,98,96,99,-73,102,95,97,5,98,5,-2
Cc1nn(C)c(C)c1/C=N/NC(=O)CCn1nc(C)c([N+](=O)[O-])c1C,99,99,102,36,103,99,102,1,101,-2,-2
CCC(=O)Nc1ccc(C(=O)CSc2nnc(-c3ccc(O)cc3)n2CC2CCCO2)cc1 (stereo not given),98,99,104,-1,94,100,99,1,97,1,1
CCC(C)NCC(=O)Nc1ccc(S(N)(=O)=O)cc1 (stereo not given),98,94,98,-25,102,95,97,14,105,23,-3
O=C(Nc1cc(Cl)cc(Cl)c1)C(NCC1CCCO1)c1ccccc1 (stereo not given),99,97,100,3,99,100,101,-4,100,11,1
Cc1cc(Nc2ccc3c(c2)OCCO3)c2ccccc2n1,100,102,102,-9,105,100,101,-5,100,11,-6
CCOC(=O)CN=C1CC(C)(C)CC2=C1Sc1ncnc(N(C)C)c1N2,98,97,98,-39,100,99,99,/,98,22,2
COc1cccc(NC(=O)COC(=O)c2cccnc2)c1,97,98,105,-5,110,99,100,/,96,12,-8
COC(=O)N[C@H](CC(C)=O)c1ccccc1,97,98,103,3,87,102,101,/,96,10,-3
O=C(C1=C(O)C(=O)N(c2ccccc2)C1c1ccc([N+](=O)[O-])cc1)c1cccs1 (stereo not given),91,84,93,-46,100,92,87,17,101,17,0
COn1c(SC2CCCCC2)nc2ccccc2c1=O,103,97,106,-1,101,103,101,-9,100,24,-1
CC1=NOC(=O)/C1=C\c1ccc(-c2ccc(Cl)c(C(=O)O)c2)o1,91,88,91,-65,93,89,92,8,95,28,1
Cn1c(Cc2ccccc2)nnc1SCc1cc(=O)n2ccsc2n1,99,95,97,2,101,99,97,/,102,24,0
CC(C)(CO)CNC(=O)CCc1nnc(C2(c3ccc(Cl)cc3)CCC2)o1,97,96,103,-11,101,96,99,-11,96,-2,1
COc1cc2c(cc1NC(=O)C(C)NCc1ccccc1)oc1ccccc12 (stereo not given),100,100,103,7,104,100,102,9,102,5,0
Cc1cc(=O)[nH]c(SCC(=O)NCC2CCCCC2)c1C#N,96,91,94,-16,101,98,96,-22,102,5,-1
Cc1nc2cc(NC(=O)N3c4ccccc4CC3C)ccc2o1 (stereo not given),101,98,102,-26,101,100,101,/,100,9,2
Cc1ccc(S(=O)(=O)N2CCN(C(=O)C3=COCCO3)CC2)cc1C,97,97,100,-17,98,100,100,11,98,6,-2
O=C(CSc1nnc(-c2ccc(S(=O)(=O)N3CCCC3)cc2)o1)NCc1ccccc1,102,99,107,-11,100,101,101,-6,100,-17,4
Cc1ccc(OCCSc2ncccn2)c(C)c1,98,93,97,-10,100,99,95,19,106,8,-1
CC(C)Cn1cnc2c(=O)oc3ccccc3c21,103,104,104,-30,98,100,103,/,92,-6,1
CC(C)N=C1SCC(C)(/C=N/O)S1 (stereo not given),101,98,100,-15,101,101,102,4,94,-11,0
COc1cc(-n2nnnc2SC)c(OC)cc1Cl,102,94,103,4,103,102,100,/,105,8,0
CCOC(=O)CSc1nc2cc(OCC)ccc2cc1C#N,104,102,104,-8,100,102,105,18,101,-10,1
O=C(CNC(=O)c1ccc(-c2ccccc2)cc1)OCc1ccc(Br)cc1,100,99,105,-11,102,98,98,0,99,9,-3
CCN(CC)CCNC(=O)c1ccc(NC(=O)c2cccc(S(=O)(=O)Nc3ccc(C)cc3)c2)cc1,98,96,100,3,106,98,96,11,101,-1,-4
CC(NC(=O)Cn1nc(C(=O)O)c2ccccc2c1=O)C12CC3CC(CC(C3)C1)C2 (stereo not given),95,93,94,-4,104,95,95,-18,100,5,2
Cc1nc(Nc2c(Cl)cccc2Cl)sc1C(=O)Nc1ccccc1,100,98,105,1,103,97,103,-9,103,15,-3
CSc1n[nH]c(NC(C)=O)n1,98,101,104,-31,101,100,99,/,99,6,0
Cc1ccc(S(=O)(=O)N(C)c2cc(S(N)(=O)=O)c(C)cc2C)cc1,97,95,98,-12,98,97,94,2,96,8,-2
CC1CCc2cc(F)cc3c(=O)c(C(=O)O)cn1c23 (stereo not given),102,97,104,15,100,102,105,/,104,11,-4
C(=N\N(c1ccccc1)c1ccccc1)/c1ccc(N2CCOCC2)s1,100,100,100,-13,92,99,99,10,97,33,0
CCCN1CCN(C(=O)Nc2ccc(C(=O)OCC)cc2)CC1,101,102,104,-25,97,99,103,-21,97,-2,1
Cc1nnc(NC(=O)CSc2ccc3nnc(-c4cccnc4)n3n2)s1,92,93,93,-16,100,93,91,/,95,16,0
CS(=O)(=O)Cc1cc(Sc2ccccc2)nc(-c2ccncc2)n1,98,98,104,10,103,100,102,-22,99,1,0
Cc1[nH]nc2c1C1(CCC(c3ccccc3)CC1)C(C#N)=C(N)O2 (stereo not given),97,95,95,6,97,94,97,/,95,-5,-2
O=C(O)c1ccc2c(c1)C(=O)N(Cc1ccccc1)C2=O,98,98,98,0,99,97,98,12,98,9,1
O=[N+]([O-])c1cc(S(=O)(=O)NCCN2CCOCC2)ccc1Sc1nnnn1-c1ccccc1,102,103,104,-34,101,103,103,/,98,7,1
Cc1ccc(S(=O)(=O)c2n[nH]n3c2nc(=O)c2ccccc23)cc1,92,90,93,16,101,91,91,-10,94,23,-2
C=CCNC(=O)c1ccccc1NC(=O)c1ccccc1,107,100,109,2,100,109,107,/,103,9,-7
COc1ccccc1C1CC(=O)NC(SCC(=O)Nc2ccccc2)=C1C#N (stereo not given),102,100,104,-3,98,103,101,/,103,-3,0
CCCCCC(=O)NN=C1CCN(Cc2ccccc2)CC1,98,97,98,-8,105,98,95,11,97,0,-4
Cc1cc(S(=O)(=O)NC(C)C)ccc1OCC(=O)NCc1ccccc1,97,96,96,-7,99,98,95,5,102,17,0
CC(=O)c1ccc(NC(=S)NCc2cccnc2)cc1,97,97,100,-27,102,96,96,-6,94,24,-7
O=C(O)CSc1nnc(-c2ccccc2Br)n1-c1cccc(C(F)(F)F)c1,93,95,97,0,102,93,95,-28,94,-7,-1
COc1ccc(C(=S)N2CCNCC2)cc1,102,98,103,33,104,102,101,/,102,-10,-2
O=C(CSc1nnc(-c2cccs2)o1)c1cccs1,98,95,96,3,101,96,97,-11,97,3,-2
CCC(C)NS(=O)(=O)c1ccc(N)cc1 (stereo not given),96,96,96,8,105,95,92,10,97,16,-6
# Next part
SMILES,HRas wt GTP bind,Rac1 mut GTP,Rac1 wt GTP bind,Mcl1-Bid inh,RGS8-Gao reg,Rab2A wt mod,Cdc42 wt GTP,Pf gamet viab,Rab7 wt modul,Mcl1-Noxa inh,Bim-Mcl-1
COc1cc(OC)c(OC)cc1CNc1cc(C)ccc1OC,99,100,98,-11,100,99,97,/,101,11,-4
Cc1cc(NC(=O)c2ccccc2)ncc1NC(=O)c1cccs1,96,96,99,-14,97,96,93,4,102,4,2
O=C(Nc1ccc(S(=O)(=O)N2CCCC2)cc1)C1CCCN1C(=O)c1cccs1 (stereo not given),98,94,100,-16,105,99,101,/,106,20,-3
O=C(CCC1CCCN(C(=O)Cc2ccc(F)cc2)C1)N1CCN(c2ccccn2)CC1 (stereo not given),96,96,100,-2,101,99,100,3,99,-6,0
O=C(CSCc1ccc(Cl)cc1)Nc1ccc(S(=O)(=O)N2CCOCC2)cc1,99,101,101,-17,98,99,101,/,95,3,-3
S=C(NCc1cccnc1)Nc1cccc(Cl)c1,97,94,92,-43,103,95,98,/,94,/,-3
Nc1nc(NCc2ccccc2)nc(NCc2ccccc2)c1[N+](=O)[O-],101,101,103,-11,101,99,103,/,97,-5,2
COc1ccc(CC(=O)Nc2ccc3c(c2)CCC3)cc1,101,100,104,-18,103,101,99,26,102,22,-5

# 2 compounds picked at random from those above:
SMILES,HRas wt GTP bind,Rac1 mut GTP,Rac1 wt GTP bind,Mcl1-Bid inh,RGS8-Gao reg,Rab2A wt mod,Cdc42 wt GTP,Pf gamet viab,Rab7 wt modul,Mcl1-Noxa inh,Bim-Mcl-1
O=C(CCC1CCCN(C(=O)Cc2ccc(F)cc2)C1)N1CCN(c2ccccn2)CC1 (stereo not given),96,96,100,-2,101,99,100,3,99,-6,0
COc1ccc(CC(=O)Nc2ccc3c(c2)CCC3)cc1,101,100,104,-18,103,101,99,26,102,22,-5
